# bIAP act = intestinal alkaline phosphatase (bovine) activation. activation factor at 20 µM. AID 1016. purified bovine IAP, CDP-star luminescence, 30 min; stronger effect = higher value; fold of DMSO-control signal, blank-subtracted. actives 0.17% (n = 200,000);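 active = activation factor of 2 or more at 20 µM, a signal rise over negative controls twice the positive control's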
# PMI act satM6P = increases human PMI activity with near-saturating mannose 6-phosphate; P34949; coupled PMI enzyme assay, resazurin fluorescence, 20 min; stronger effect = higher value; 1 = untreated enzyme, 0 = substrate-free blank; activation factor at 20 µM; actives 0.34% (n = 190,000); AID 1216;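 active = activation factor of 2 or more at 20 µM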
# Target sequence (P34949 whole entry, looked up): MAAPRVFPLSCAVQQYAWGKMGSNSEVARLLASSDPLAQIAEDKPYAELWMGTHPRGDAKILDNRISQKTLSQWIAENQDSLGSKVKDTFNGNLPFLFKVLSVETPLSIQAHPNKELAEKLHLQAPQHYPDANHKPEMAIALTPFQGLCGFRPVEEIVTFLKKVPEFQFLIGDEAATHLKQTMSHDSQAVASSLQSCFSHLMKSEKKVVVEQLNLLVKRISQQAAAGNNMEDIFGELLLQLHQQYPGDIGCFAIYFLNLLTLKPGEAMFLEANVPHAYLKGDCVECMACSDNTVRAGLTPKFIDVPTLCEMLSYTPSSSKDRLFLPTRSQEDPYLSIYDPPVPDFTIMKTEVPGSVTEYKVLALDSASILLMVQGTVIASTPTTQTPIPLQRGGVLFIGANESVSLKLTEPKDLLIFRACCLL
#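 Test system: human phosphomannose isomerase with PGI, G6PDH, diaphorase coupling enzymes; Amount: PMI at 15 ng/mL final; Reagent: Mannose-6-phosphate 1.0 mM (near-saturating) plus 0.22 mM NADP+; Timing: 20 min, room temperature; Technique: resorufin fluorescence at Ex 544/Em 590 nm; Dosing: 20 µM single dose.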
# APP 5'UTR act = APP 5'UTR luciferase reporter activation; SH-SY5Y APP 5'UTR luciferase reporter, luminescence; zero percent = DMSO vehicle wells; activation, % at 2 µM; actives 1% (n = 190,000); AID 1276;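 active = activation above a set limit, based on mean plus 3 SD of controls, cut at about 140% in these data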; note: values of inactives mirror those of a sister screen read the other way
# FLuc inhib CS = inhibits firefly luciferase, flagging false hits in luciferase inhibition screens; ATPLite firefly luciferase biochemical luminescence, 10 min; actives 1.5% (n = 200,000); inhibition, % at 10 µM; P08659;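 active = inhibition above about 50% when tested at 10 µM, limit read from the data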
# PMI act = phosphomannose isomerase (human) activation. activation factor at 20 µM. purified human PMI, coupled resazurin fluorescence, 20 min; stronger effect = higher value; 1 = vehicle control, 0 substrate-free wells. actives 0.005% (n = 190,000);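 active = activation factor of 2 or more at 20 µM, relative to plate controls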
# TNAP inh hi DEA = inhibitors of human TNAP at high phosphate acceptor concentration; AID 1135; actives 0.03% (n = 200,000); purified TNAP, CDP-star luminescence, 1 M DEA; inhibition, % at 20 µM;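 active = over 50% inhibition of tissue-nonspecific alkaline phosphatase at 20 µM in the single-dose screen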;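 note: plate controls were DMSO wells for no effect and EDTA-quenched wells as full inhibition for full effect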
# Target sequence (P05186 whole entry, looked up): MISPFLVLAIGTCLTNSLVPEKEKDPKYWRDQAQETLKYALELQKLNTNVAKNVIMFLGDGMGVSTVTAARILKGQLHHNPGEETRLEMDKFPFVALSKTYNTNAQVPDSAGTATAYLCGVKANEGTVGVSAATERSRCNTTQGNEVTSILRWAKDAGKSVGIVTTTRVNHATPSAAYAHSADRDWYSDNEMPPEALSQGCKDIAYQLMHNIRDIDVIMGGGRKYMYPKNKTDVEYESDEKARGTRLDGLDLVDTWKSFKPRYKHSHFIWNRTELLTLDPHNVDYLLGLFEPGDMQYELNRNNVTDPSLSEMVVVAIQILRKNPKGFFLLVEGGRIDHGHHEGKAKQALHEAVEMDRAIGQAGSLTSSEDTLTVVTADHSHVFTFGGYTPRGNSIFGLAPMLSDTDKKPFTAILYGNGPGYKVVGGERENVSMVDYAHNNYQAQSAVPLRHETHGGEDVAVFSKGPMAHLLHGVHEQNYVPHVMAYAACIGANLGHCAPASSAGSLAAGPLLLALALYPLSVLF
# TNAP inh no acc = TNAP (human) inhibition, acceptor-free conditions; P05186; AID 1012; purified TNAP, CDP-star luminescence, 30 min; actives 0.26% (n = 200,000); inhibition, % at 20 µM;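 active = tissue-nonspecific alkaline phosphatase inhibition above about 50% at 20 µM in the single-dose screen, limit read from the data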;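 note: 0% = DMSO negative control and 100% = EDTA positive control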
# FLuc stim CS = affects firefly luciferase, flagging false hits in luciferase stimulation screens; ATPlite luciferase biochemical, luminescence, 10 min; 0 = ATP-free wells, 1 = DMSO control; AID 1027; 200,000 tested, under 10 active; activation factor at 10 µM; P08659;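 active = luciferase activation factor, scaled between plate controls, of at least 2 with compound at 10 µM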
#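 Assay system: Luciferase/luciferin detection reagent, cell-free biochemical luciferase assay / Also added: ATP substrate / Schedule: 10 min at ambient temperature / Measured by: luminescence measurement of luciferase light output / Benchmarks: low control with PBS replacing ATP, high control enzyme plus ATP without compound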
# NF-kB neuron act = compounds increasing NF-kB expression in human neuronal cells; NF-kB reporter expression; stronger effect = higher value; fold change at 12.5 µM; actives 1.6% (n = 190,000); in the data active = fold change above about 3.3
# TNAP act hi DEA = increases human TNAP activity under high phosphate acceptor concentration; P05186; purified TNAP, CDP-star luminescence, 1 M DEA, 30 min; stronger effect = higher value; 0 = EDTA background, 1 = DMSO-only activity; activation factor at 20 µM; 200,000 tested, under 10 active;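 active = activation factor at least 2 at 20 µM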
#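 Test system – human TNAP · Doses – 20 µM single point · Incubation – 30 min, room temperature · Signal – luminescent substrate turnover signal · Read-out basis – activation factor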
# An asterisk follows results filed as active; . = not tested or not shown.
SMILES,bIAP act,PMI act satM6P,APP 5'UTR act,FLuc inhib CS,PMI act,TNAP inh hi DEA,TNAP inh no acc,FLuc stim CS,NF-kB neuron act,TNAP act hi DEA
Cc1onc(C(=O)N2CCN(Cc3ccccc3)CC2)c1[N+](=O)[O-],0.9,1.1,-13,-15,1.1,-6,-11,1.1,0.9,1.1
CCN1C(=O)CCCc2ccccc21,1.1,1,-4,-2,1,0,2,1,1.1,1
CCCNS(=O)(=O)c1cccc2cccnc12,0.9,1,-4,-10,1.1,-6,13,1.1,0.97,1.1
CC1CCCC(C)N1C(=O)CSCc1ccc(Cl)cc1 (configuration not stated),1,1,7,-4,1,2,-3,1,0.9,1
Cc1cc(N=Nc2ccccc2)c(NCC(O)C(O)C(O)CO)cc1C (configuration not stated),0.7,0.8,3,-1,0.9,26,30,1,1,0.7
O=C(Nc1cccc(Cl)c1)N1CCN(Cc2ccccc2)CC1,0.9,0.9,30,5,0.9,-8,-9,0.9,1.6,1.1
CC(=O)N1CCN(S(=O)(=O)c2cccc(C(=O)NC3CCCc4ccccc43)c2)CC1 (configuration not stated),1,1,-7,-6,1,0,3,1.1,1.4,1
COc1ccc(-c2ccc(CCC(=O)O)n2Cc2ccco2)cc1,1,0.9,10,-6,0.9,-4,-11,1.1,1.1,1
CN1CCN(c2ncccc2S(=O)(=O)N2CCCCC2)CC1,0.9,1,4,-4,1.1,-5,-9,1,0.94,1.1
CN(C)C(=O)C[n+]1ccc(/C=N/O)cc1,0.9,1.1,-7,-2,1,-2,-8,1,1,1
O=C(CCc1ccccc1)Nc1ncc2c(n1)CCCC2=O,1,1,-11,-1,1.1,-3,-14,1,0.97,1
COC(=O)/C=C/c1ccc(-n2ccnc2)cc1,0.9,1.1,16,8,1.1,-2,-12,0.9,1.4,1
Cc1cc(C(=O)N/N=C/c2cccc(Cl)c2Cl)no1,0.9,1,35,13,0.9,2,-2,0.9,1.6,1
CNC(=S)NCCCc1ccccc1,1.3,0.9,5,4,1,0,-5,1,1.2,1
CCOC(=O)C1CCCN(C(=O)CC(C)c2ccccc2)C1 (configuration not stated),1.1,1,41,9,0.9,-2,-4,0.9,1.7,1
COc1ccc(/C=C2\NC(=O)C(C=NCc3ccccc3)=C2O)cc1,0.9,0.9,8,39,1,-4,-8,0.6,1.7,1
CCC(=O)N(C1=C(NC(C)C)C(=O)c2ccccc2C1=O)C(C)C,0.9,0.4,7,-2,0.9,7,3,1,1.1,0.9
CC(C)[C@H](NC(=O)c1ccccc1Cl)C(=O)OCc1cc(=O)n2cc(Br)ccc2n1,1.2,1,-8,2,1,-3,-7,1,0.95,1
COC(=O)c1cc(NC(=O)CC2NC3CCCCC3NC2=O)cc(C(=O)OC)c1 (configuration not stated),1,1,19,-1,1,-4,-11,1,1.1,1
O=C(CCN1C(=O)C2CC=CCC2C1=O)N1CCN(c2ccccn2)CC1 (configuration not stated),0.9,1.1,29,-6,1,-3,-8,1.1,0.99,1
Cc1ccc2c(CC(=O)NNC(=O)c3ccccc3)coc2c1,1,1,59,-2,1.1,-5,-61,1,1.1,1
COc1cccc(-c2ccc(C#N)c(OC(=O)c3c(Cl)cccc3Cl)n2)c1,0.8,0.9,1,-1,0.9,-4,-7,1,0.75,1
Cc1ccc2cccc(OCC(=O)N3CC(C)CC(C)C3)c2n1 (configuration not stated),1.1,0.7,-15,-4,0.9,-1,-13,1,0.9,1
Cc1c(C(=O)Nc2ccc3c(c2)OCO3)sc2ncn(CC(=O)N3CC(C)CC(C)C3)c(=O)c12 (configuration not stated),1,1,.,0,0.9,1,-9,1,1.1,1
O=C(CS(=O)(=O)Cc1ccccc1)Nc1ccc(S(=O)(=O)N2CCCCCC2)cc1,0.8,1,11,-4,0.9,-4,-10,1,0.96,1
N#CCCN(CCC#N)C(=O)c1ccc(Cl)cc1,1,0.9,10,1,1,-5,-7,1,1.1,1.1
Cc1ccc(C(C)C)c(OCCNC(=O)c2cncc(Br)c2)c1,1.1,0.9,15,-8,0.9,-7,-11,1.1,0.97,1.1
CC(C)(C)N(Cc1cc2ccccc2[nH]c1=O)C(=O)C1CCCCC1,1,0.9,-9,-5,0.9,1,-2,1.1,1.1,1
Cc1cc(C(=O)Nc2sc3c(c2C#N)CCCCC3)cs1,0.9,1.2,159*,49,1,0,-8,0.5,4.2*,1
O=C(NC1CCCC1)C(c1ccccn1)N(C(=O)c1csnn1)C1CCCC1 (configuration not stated),0.9,1.2,.,-8,1.1,-2,-3,1.1,1.2,1
CC(C)CNS(=O)(=O)c1ccc(CCC(=O)O)cc1,0.8,1,14,-10,1,-5,-1,1.1,1,1
Cc1nc2cc(NC(=O)COc3ccccc3C#N)ccc2n1-c1ccccc1,1.1,0.9,-5,-3,0.9,-6,-13,1,0.56,1.1
CCc1cccc(OCC(=O)Nc2ccc(S(=O)(=O)Nc3ccccn3)cc2)c1,0.9,1,8,-6,0.9,-7,-10,1.1,0.93,1.1
COC(CN(C(=O)CCl)C(C(=O)NC1CCCCC1)c1ccccc1C)OC (configuration not stated),0.9,1.2,.,-8,1.1,-3,7,1.1,1.2,1
Cc1ccc(NC(=O)C(C)N2C(=O)C3CC=C(Cl)CC3C2=O)cc1 (configuration not stated),1,0.9,-19,-4,0.8,0,-8,1,1.1,1
COC(=O)c1ccc(NC(=O)CSc2nncc3ccc(OC)c(OC)c23)cc1,0.9,1.1,2,-8,1,-2,9,1.1,1.4,1
CSc1nnc(-c2ccc(F)cc2)o1,1,1,3,2,1,-5,-13,1,0.87,1.1
CCn1c(C(=O)NCc2ccccn2)cc2sccc21,0.9,0.9,-2,-6,1,-2,-16,1.1,0.98,1
CC(C)CCn1nc(C(=O)OC(C)C(=O)NC(N)=O)c2ccccc2c1=O (configuration not stated),0.9,1,-8,-7,1,-6,-15,1.1,0.96,1.1
CC(=O)Nc1ccc(OC(=O)c2cc([N+](=O)[O-])ccc2Cl)cc1,1,1,13,-6,1,-4,-9,1.1,0.97,1
COc1ccc(N(C(C)C(=O)N2CCC(Cc3ccccc3)CC2)S(C)(=O)=O)cc1 (configuration not stated),1.1,0.9,-12,-6,0.9,-6,-6,1.1,1,1.1
Cc1ccccc1NC(=O)C1Cc2ccccc2CN1C(=O)OCc1ccccc1 (configuration not stated),0.7,0.9,20,-6,1,-5,-11,1.1,0.93,1
CCCNC(=O)C(=O)NCC1CCCN1CC (configuration not stated),0.9,1,-3,-4,1,-3,-9,1,1,1
Cc1ccc(NC(=O)COc2ccc(Br)cc2C)cc1,1,1,27,12,1,1,-13,0.9,1.6,1
CCc1cccc(CC)c1NC(=O)C1CC(=O)N(c2ccc3c(c2)OCCO3)C1 (configuration not stated),1,1,-11,-7,1,1,-7,1.1,0.67,1
Cc1cc(Br)c2c(c1)/C(=C/C(=O)c1cccs1)C(=O)N2,0.9,0.9,-7,-4,0.9,1,-3,1,1,1
O=C(CSc1ncnc2c1oc1ccccc12)N1CCc2ccccc2C1,0.9,0.9,.,-4,0.9,-4,-7,1,.,1
O=C(NCCCN1CCCC1=O)c1csc2ccccc12,0.9,1,18,-3,1,-6,-12,1,1.2,1.1
CCOC(=O)c1cccc(P(=O)(C(C)(C)C)C(C)(C)C)c1,1.2,1,3,-5,1,4,-6,1,1.2,1
COC(=O)c1c(N2C(=O)[C@H]3[C@@H](C2=O)[C@]2(C(=O)Nc4c2ccc(C)c4C)N2CCC[C@@H]32)sc(C)c1C,0.4,1,16,-7,0.9,2,-2,1.1,0.82,1

# Other entries follow:
SMILES,bIAP act,PMI act satM6P,APP 5'UTR act,FLuc inhib CS,PMI act,TNAP inh hi DEA,TNAP inh no acc,FLuc stim CS,NF-kB neuron act,TNAP act hi DEA
FC(F)(F)c1ccccc1NC(=S)N1CCN(c2ccccn2)CC1,1,1.1,1,-1,1,-6,-11,1,0.97,1.1
O=c1c2sccc2n(Cc2ccc(F)cc2)c(=O)n1-c1ccc(F)cc1,1,1.1,0,2,1.1,6,-17,1,1.1,0.9
Cc1cc(N2CCN(C)CC2)nc(=S)[nH]1,0.9,1,-9,-6,1,-2,-6,1.1,1.3,1
Cc1cc(CNC(=O)COc2ccccc2)c2ccccc2n1,0.9,0.9,32,2,1,2,-10,1,1.3,1
O=C(NNC(=S)Nc1ccccc1)c1ccco1,1.1,1,21,-6,1.1,-2,6,1.1,1.5,1
CCCCCCn1c(N(CC)CC)nc2c1c(=O)[nH]c(=O)n2C,1,0.9,13,-7,1,-4,-7,1.1,0.74,1
Cc1noc(C)c1C(=O)Nc1nnc(-c2ccccc2)s1,0.9,1,-1,18,1,-3,-15,0.8,0.99,1
Cc1nn(-c2ccccc2)c(C)c1/C=C/C(=O)OCC(=O)Nc1ncc(C(F)(F)F)cc1Cl,0.6,1,13,-8,1,-3,-6,1.1,0.94,1
CC(O)c1cccc(NC(=O)C2CCCCC2)c1 (configuration not stated),1,1,8,-5,1,-8,-13,1,0.99,1.1
CCC(CO)NCC#Cc1ccccc1 (configuration not stated),1.1,0.9,5,-1,0.9,2,-1,1,1.1,1

# Three of the compounds above, as labelled records.
Cc1cc(N2CCN(C)CC2)nc(=S)[nH]1
  bIAP act = 0.9
  PMI act satM6P = 1
  APP 5'UTR act = -9
  FLuc inhib CS = -6
  PMI act = 1
  TNAP inh hi DEA = -2
  TNAP inh no acc = -6
  FLuc stim CS = 1.1
  NF-kB neuron act = 1.3
  TNAP act hi DEA = 1

Cc1nn(-c2ccccc2)c(C)c1/C=C/C(=O)OCC(=O)Nc1ncc(C(F)(F)F)cc1Cl
  bIAP act = 0.6
  PMI act satM6P = 1
  APP 5'UTR act = 13
  FLuc inhib CS = -8
  PMI act = 1
  TNAP inh hi DEA = -3
  TNAP inh no acc = -6
  FLuc stim CS = 1.1
  NF-kB neuron act = 0.94
  TNAP act hi DEA = 1

CCC(CO)NCC#Cc1ccccc1 (configuration not stated)
  bIAP act = 1.1
  PMI act satM6P = 0.9
  APP 5'UTR act = 5
  FLuc inhib CS = -1
  PMI act = 0.9
  TNAP inh hi DEA = 2
  TNAP inh no acc = -1
  FLuc stim CS = 1
  NF-kB neuron act = 1.1
  TNAP act hi DEA = 1

# Back to the main list, repeating the 2 entries before the break.
SMILES,bIAP act,PMI act satM6P,APP 5'UTR act,FLuc inhib CS,PMI act,TNAP inh hi DEA,TNAP inh no acc,FLuc stim CS,NF-kB neuron act,TNAP act hi DEA
CC(O)c1cccc(NC(=O)C2CCCCC2)c1 (configuration not stated),1,1,8,-5,1,-8,-13,1,0.99,1.1
CCC(CO)NCC#Cc1ccccc1 (configuration not stated),1.1,0.9,5,-1,0.9,2,-1,1,1.1,1
O=C(NN1CCOCC1)c1cc(-c2ccc(Br)s2)nc2ccccc12,1,1,-24,-5,1.1,-3,-12,1.1,1,1
CC(C)Cn1c(O)c(/C=C2\C=NN=C2c2ccccc2)sc1=S,0.9,0.9,2,-4,0.9,-1,-9,1,0.81,1
CCC1(C)CC(=O)N(c2ccc(C(=O)O)c(O)c2)C1=O (configuration not stated),0.9,1,-13,-5,0.9,-3,-12,1.1,0.88,1
C/C(=N/NC(=O)CSCc1ccc(Cl)cc1)c1cccc(NC(=O)c2ccccc2)c1,0.9,1.1,-10,-6,1.1,-16,-13,1.1,1.2,1.2

# Bioassay records as filed in PubChem BioAssay.
